# miR122 inh: miR-122 Renilla sensor signal increase in Huh7, primary screen, miR-122 inhibitor project, cell-based, single point, plate reader | AID 602342, 2012 | activation (reporter increase), % at 12.5 µM | Huh7 miR-122 Renilla luciferase sensor, 48 h; neutral wells = 0, positive control = 100 | 0.3% of 340,000 active;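 active = mean replicate activation score at least 90 and every replicate individually at or above 90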;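 also: higher luciferase means less miR-122 activity so hits act as miR-122 inhibitors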
# Numbers without * were called inactive; [ ] = another dose, or the depositor's remark. This is a subset; rates above refer to the full screens.
Molecule | miR122 inh
O=C(/C=C/c1ccccc1)NC(NC(=S)Nc1cccc(Cl)c1)C(Cl)(Cl)Cl (configuration not stated) | 6.0
COc1ccc(NC(=S)Nc2ccc(N)c([N+](=O)[O-])c2)cc1 | -1.2
COc1cc(/C=C2/SC(=S)N(CC(=O)NC(C)(C)C)C2=O)cc(OC)c1OC | -6.2
N#Cc1c(N)c(C#N)c(-c2ccc3c(c2)OCO3)c2c1CCCC2 | -6.2
O=c1c(-c2ccccc2)c(O)c2cccc3c2n1CCC3 | -3.1
COCCCn1c(CCC(=O)O)ccc1-c1cccs1 | -1.4
CCOc1ccc2nc(NC(=O)CS(=O)(=O)c3ccccc3)sc2c1 | -1.2
CCCC(C(=O)NCC1CCCO1)N(Cc1ccco1)C(=O)CNS(=O)(=O)c1ccccc1 (configuration not stated) | -1.6
O=C(O)c1ccccc1C(=O)Nc1ccc(S(=O)(=O)NC2CCCCC2)cc1 | 25.6
CCCc1sc(N2CCCC(C(N)=O)C2)nc1-c1ccccc1 (configuration not stated) | -1.7
Cc1cccc(C)c1OCC(=O)NNC(=O)c1ccoc1C | 2.1
CC1=CC(=O)OC1Cc1ccncc1 (configuration not stated) | 2.3
Cc1ccc2nc3ccc(N4CCN(C)CC4)nn3c(=O)c2c1 | -12.2
CCCC(=O)N1CCC1(C)C(=O)Nc1cc(OC)ccc1OC (configuration not stated) | -1.2
C=CCNC(=O)c1c(N)n(-c2ccc3c(c2)OCO3)c2nc3ccccc3nc12 | -3.7
Cc1cc2cc3c(cc2nc1SCC(=O)Nc1ccccc1)CCC3 | -2.8
CCN(CC)c1nc2c3c(nc4c(c3c1C#N)CC(=O)N4c1ccc(Cl)cc1)NC(C)=N2 | -0.1
C=CCOC(=O)CSCC(NC(=O)OC(C)(C)C)C(=O)OCC (configuration not stated) | -6.4
CC(=O)Nc1nc(C)c(Oc2ccccc2)c(=O)[nH]1 | -0.6
Clc1ccc(-c2noc(COc3ccccc3)n2)cc1 | -9.7
CS(=O)(=O)N(CCc1ccccc1)CC(N)=O | -0.7
Cc1[nH]nc2c1C(c1cccc(OC(=O)N3CCOCC3)c1)C(C#N)=C(N)O2 (configuration not stated) | 3.0
Cc1cc(NC(=O)C2CCN(S(=O)(=O)c3cccs3)CC2)no1 | 7.8
O=C(c1ccccc1)c1cc(-c2ccccn2)c(N2CCOCC2)s1 | -3.3
CCSc1ncc(/C=N/Nc2ccccc2)n1C | 0.4
Cc1ccc(-c2nc3cc(C)ccc3o2)cc1 | 13.5
O=C(NC(=S)Nc1nc2c(s1)CSc1ccccc1-2)c1ccccc1 | -1.6
CCCCN(CC(=O)Nc1c(C)cccc1CC)C(=O)SCC | 16.9
Cc1oc(-c2ccccc2)nc1CC(=O)O | 0.3
O=S(=O)(c1ccc(S(=O)(=O)N(Cc2ccco2)Cc2ccccc2Cl)cc1)N1CCCC1 | 0.8
O=S(=O)(C=C(c1ccccc1)c1ccccc1)c1ccccc1 | -0.2
CCN1C(=O)S/C(=C/c2ccsc2)C1=O | -6.0
Cc1ccc(OCCCn2c(CO)nc3ccccc32)cc1 | 4.1
C[C@H](NC(=O)c1[nH]cnc1C(=O)Nc1ccc(Cl)cc1)C(=O)OC(C)(C)C | -6.8
CC1CCCN(Cc2cccc(Oc3ccccc3)c2)C1 (configuration not stated) | -8.7
CC1=Nc2ccc(C)c3nc(C)cc(c23)N1c1ccc(C)cc1 | 0.2
CCc1nc2c(OCc3c(C)noc3C)cccn2c1N(C)C(=O)c1ccccc1F | -16.0
CCCCc1nnc(NC(=O)CSc2nc(=O)cc(N)n2-c2cccc(C)c2)s1 | -0.6
Cc1ccc(Cl)cc1NC(=O)COC(=O)CC1CC2CCC1C2 (configuration not stated) | -7.2
CC(C)Sc1nnc(Nc2ccccc2)s1 | -3.3
CCOC(=O)C1CCCN(C(=O)c2ccc3c(c2)OCO3)C1 (configuration not stated) | 3.0
CCc1ccc2[nH]c(=O)c(C(c3nnnn3CC3CCCO3)N3CCCc4ccccc43)cc2c1 (configuration not stated) | -3.0
CCCNC(=O)Nc1ccc2c(c1)OC[C@H](C)NC[C@H](C)[C@@H](OC)CN(C)C2=O | 0.7[16.7 µM]
Cc1onc(-c2ccccc2Cl)c1C(=O)NCCN1Cc2ccccc2C1=O | -5.8
O=C(CCn1cccc1)Nc1nccs1 | 2.2
O=C1CC(N2CCN(S(=O)(=O)c3ccc(Cl)cc3)CC2)C(=O)N1CCc1ccccc1 (configuration not stated) | -0.7
CCCNC(=O)N1CCN(S(=O)(=O)c2ccc(C)c(C)c2)CC1 | -0.1
CN1CCN(c2ccc(CNC(=O)c3cccc4c(-c5ccc(F)c(F)c5)coc34)cc2)CC1 | -4.1
COC(=O)CCc1c(C)c(C(=O)c2ccco2)c2ccccn12 | 2.5
c1coc(CNc2nc3ccccc3n2CCN2CCOCC2)c1 | -3.9
Clc1ccc(-c2cn3c(n2)CCC3)cc1 | -10.8
O=C(Nc1cc(S(=O)(=O)N2CCOCC2)ccc1N1CCOCC1)c1cnccn1 | -3.2
CC(C)(C)n1nnnc1CN1CCN(C(c2ccccc2)c2ccccc2)CC1 | -3.4
O=C(CSc1nccc(=O)[nH]1)N1CCCc2ccccc21 | 8.6
Cc1cc(C)nc(NCC(O)COc2ccccc2C)n1 (configuration not stated) | 1.0
Cc1cc(=O)[nH]c(N=N/C(=N/Nc2ccc(O)cc2)c2ccccc2)n1 | -0.4
CCN(CC)S(=O)(=O)c1ccc(NC(=O)C(C)N(c2ccccc2)S(C)(=O)=O)cc1 (configuration not stated) | -5.9
Cc1c(C(=O)N2CC(C)OC(C)C2)oc2ccccc12 (configuration not stated) | -0.3
O=C(Cn1cccc1C(=O)c1ccccc1)NCCCN1CCOCC1 | 2.3
O=S(=O)(NCCc1ccc2c(c1)OCCO2)c1cccs1 | 52.0

# Remaining list, next part.
Molecule | miR122 inh
Cc1nn(C)cc1/C=N/NC(=S)Nc1ccc(Cl)cc1Cl | 4.7
O=C(Nc1ccc(F)cc1)C1CC(=O)n2c(nc3ccccc32)N1 (configuration not stated) | -0.8
Cc1cc(N)n(-c2ncnc3scc(-c4ccccc4)c23)n1 | -4.9
O=C1NC(=O)C(CC(=O)N(Cc2ccco2)C2(C(=O)NC3CCCC3)CCCCC2)N1 (configuration not stated) | -11.7
O=C(Nc1ccc2c(c1)CCC2)C1CCN(c2ncccn2)CC1 | -8.6
CCN(CC)S(=O)(=O)c1cc(Br)ccc1OC | -0.5
O=C(c1cccs1)N1CCN(Cc2ccc3c(c2)OCO3)CC1 | -2.7
Clc1ccc(-c2nc(-c3ccccn3)no2)cc1Cl | 4.0
CC(C)CN1C(=O)CC(Sc2ccccc2C(=O)O)C1=O (configuration not stated) | -1.5
Nc1cc2c(cc1[N+](=O)[O-])OCCO2 | 3.0
O=C(CSc1ncn(-c2ccccc2)n1)Nc1ccc2c(c1)OCO2 | 0.2
CCSc1nc2c(c(=O)[nH]c(=O)n2C)n1CC(O)COc1ccccc1C (configuration not stated) | -0.6
Cc1ccc(-n2c(Cc3cccn3C)nnc2SCC(=O)Nc2cc(C)on2)cc1 | -8.4
C/C(Cl)=C/Cn1c(SCc2ccc(Cl)cc2)nc2c1c(=O)[nH]c(=O)n2C | 6.5
O=C(Nc1cccc(O)c1)c1ccccc1 | -0.8
Cc1csc(NC(=O)c2ccco2)n1 | 0.0
COc1ccc2c(CC(=O)NCC3CCC(C(=O)O)CC3)cc(=O)oc2c1 (configuration not stated) | -2.1
CC(NC(=O)NCCCC(=O)O)(C(F)(F)F)C(F)(F)F | -8.8
COc1cccc(NC(=O)COC(=O)c2cccnc2)c1 | 7.0
CC(/C=C/c1ccc2c(c1)OCO2)=N\NC(=O)COc1ccccc1C | 10.7
COc1cc(/C=N/NC(=O)C(=O)NCc2cccnc2)ccc1O | -2.8
Cc1cc(C)c(S(=O)(=O)N(C)Cc2cnn(C)c2)c(C)c1 | -4.7
CC1CCCCC1NC(=O)CCS(=O)(=O)c1cccc2nonc12 (configuration not stated) | 9.8
CCc1ccc(C(C)NC(=O)c2cc(C)oc2C)cc1 (configuration not stated) | 0.3
Nc1n[nH]c(N)c1N=Nc1cccc(F)c1 | -5.9
COc1ccc(C(=O)Cn2nnc(-c3cccs3)n2)cc1 | -14.8
O=C(Nc1nnc(CC(c2ccccc2)c2ccccc2)s1)c1ccco1 | -1.4
CCOc1ccc2nc(NC(=O)CSc3ccccc3)sc2c1 | -3.0
O=C(CSc1nnc(Cn2nnc(-c3ccccc3)n2)n1-c1ccccc1)Nc1ccccc1 | 26.5
Clc1ccc2c(c1)CNc1c(ncnc1N1CCOCC1)O2 | -0.9
Cc1cccc(/C(N)=N/OC(=O)N2CCOCC2)c1 | -4.8
COc1ccc(OC)c(C(=O)CSc2nc3cccnc3n2C)c1 | -0.6
CC(C)(C)n1nnnc1C(c1cccnc1)N1CCN(C(=O)c2ccco2)CC1 (configuration not stated) | -4.1
COc1ccc(CN(C2CCCC2)S(=O)(=O)c2ccc(-n3cnnn3)cc2)cc1OC | -4.0
CCOc1ccccc1C1C(C(=O)OC)=C(N)OC2=C1C(=O)CCC2 (configuration not stated) | 7.7
COC(=O)N/N=C/c1cn(CCCOc2ccccc2)c2ccccc12 | 2.6
CCCc1cc(=O)n2[nH]c(Cc3ccccc3)nc2n1 | 1.9
Cc1noc(C)c1S(=O)(=O)N1CCC(C(=O)NC2CCCc3ccccc32)CC1 (configuration not stated) | -3.5
COc1cc(-c2ccccc2)nc2ccccc12 | 3.5
CCCC(=O)c1cc(F)c(N2CCOCC2)cc1C | 2.2
Cc1[nH]nc2c1C1(CCC(c3ccccc3)CC1)C(C#N)=C(N)O2 (configuration not stated) | -0.1
CCN(c1ccccc1)S(=O)(=O)c1ccc(OCc2c(C)noc2C)cc1 | 6.1
O=C(c1ccccc1C(=O)N1CCN(c2ccc(F)cc2)CC1)N1CCN(c2ccc(F)cc2)CC1 | -1.3
CC(C)CCNC(=O)CN(C(=O)CCC(=O)Nc1ccccn1)c1ccc2c(c1)OCCO2 | -2.1
O=C(CN1CCN(c2ccccn2)CC1)N(c1ccccc1)c1ccc2ccccc2c1 | 32.1
COCCNC(=O)C1CC(=O)N(C2CCCC2)C1 (configuration not stated) | -4.8
CCN1CCCC1CNC1=NCCCCC1 (configuration not stated) | 5.7
CN(C)c1nc(N)nc(CSc2nc3cc(Cl)ccc3o2)n1 | 0.8
O=C(Nc1ccccc1)c1ccc(CSc2ccccn2)cc1 | -6.0
O=C(NCCCN1CCCC1=O)c1ccccc1NS(=O)(=O)c1ccc(Br)cc1 | -0.8
CCc1ccc(N=c2c([N+](=O)[O-])nn(-c3ccccc3)n2O)cc1 | -1.3
CN(CC(=O)N1CCCC1)S(=O)(=O)c1ccc(Cl)cc1 | 0.2
O=C1CN(CC(=O)Nc2ccc(Cl)cc2)CCN1 | -1.4
CN1c2ccsc2C(O)=C(C(=O)Nc2ccccc2)S1(=O)=O | 6.7
Cc1cc2cc(C(c3nnnn3Cc3ccco3)N3CCc4ccccc4C3)c(=O)[nH]c2cc1C (configuration not stated) | 0.1
COc1ccc(-n2c(=O)cc(N3CCN(c4ccccc4)CC3)[nH]c2=O)cc1 | 2.6
Cc1nc2ccc(NC(=O)c3ccc(S(=O)(=O)N4CCOCC4)cc3)cc2s1 | -7.3
O=C(NCC(F)(F)F)N1CCOCC1 | 0.8
CCOC(=O)c1ccc(Oc2nc(NC)nc(SC)n2)cc1 | -2.1
CC1=C(C(N)=O)C(c2ccco2)C(C(N)=O)=C(C)N1 | 2.1

# Continuation.
Molecule | miR122 inh
COc1ccc(-c2noc(CN(C(=O)c3ccc(OC(C)=O)cc3)C(C)C)n2)cc1OC | 0.7
COc1cc(SC)ccc1C(=O)Nc1ccc(S(=O)(=O)N2CCCC2)cc1 | -4.7
CCS(=O)(=O)c1ccc(O)c(NC(=O)COc2ccccc2)c1 | -0.2
CCc1nnc(NC(=O)CSc2nc3c(cc2C#N)CCCC3)s1 | -0.1
Cc1ccc(-n2nnnc2SCC(=O)N2CCCCC2)cc1 | -18.4
Nc1nnc(SC2CC(=O)N(c3ccccc3)C2=O)s1 (configuration not stated) | -3.6
CCOc1ccccc1N(CC(=O)NC1CCCC1)C(=O)CCCC(=O)Nc1ccccn1 | -3.3
Cc1nn2c(NCCCN3CCOCC3)c3c(nc2c1-c1ccccc1)CCC3 | 9.3
O=C(Nc1ccccc1)c1cccc(N2CCCC2=O)c1 | -2.3
O=C(CCSc1nnc(-c2ccncc2)o1)Nc1ccccc1Cl | 1.4
CC(C)(C)c1ccc(C(=O)/C=C2\NC(=O)CS2)cc1 | -2.2
Cc1ccccc1-c1nnc(-c2ccc(Br)cc2)o1 | -2.7
O=C(O)/C=C/c1coc2ccc(F)cc2c1=O | -3.3
CN(C)S(=O)(=O)Oc1ccsc1C(=O)Nc1ccccc1Cl | 0.5
O=C(CSCC(=O)OCC(=O)c1ccc(Br)cc1)Nc1ccc(Br)cc1 | 9.3
COc1ccccc1NCC(O)Cn1c2ccccc2c2ccccc21 (configuration not stated) | 11.3
COc1ccc(CNc2nc3nc(C)c(Cl)c(=O)n3[nH]2)cc1OC | 5.4
Cc1ccc2cccc(OCC(=O)NCCC3=CCCCC3)c2n1 | -5.7
O=C(NCc1ccccc1)c1cnc(-c2ccccn2)nc1C(F)(F)F | -1.9
COc1ccc(-c2nnc(SC(C)C(=O)Nc3ccc4c(c3)OCCO4)o2)cc1 (configuration not stated) | 2.1
Cc1ccc(/C=N/n2cnnc2)s1 | -6.5
